Screening results (PubChem BioAssay)
GPR151 activ: activators of human GPR151, primary screen, cell-based, PathHunter beta-arrestin, luminescence | 650,000 tested, 1% active | PathHunter beta-arrestin GPR151 cells | activation, % at 11.2 µM | G-protein coupled receptor 151 (Homo sapiens), Q8TDV0; in the data active = activation above about 4.9%;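 note: 0% = median of compound wells and 100% = cells with positive control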
Target sequence (Q8TDV0 whole entry, looked up): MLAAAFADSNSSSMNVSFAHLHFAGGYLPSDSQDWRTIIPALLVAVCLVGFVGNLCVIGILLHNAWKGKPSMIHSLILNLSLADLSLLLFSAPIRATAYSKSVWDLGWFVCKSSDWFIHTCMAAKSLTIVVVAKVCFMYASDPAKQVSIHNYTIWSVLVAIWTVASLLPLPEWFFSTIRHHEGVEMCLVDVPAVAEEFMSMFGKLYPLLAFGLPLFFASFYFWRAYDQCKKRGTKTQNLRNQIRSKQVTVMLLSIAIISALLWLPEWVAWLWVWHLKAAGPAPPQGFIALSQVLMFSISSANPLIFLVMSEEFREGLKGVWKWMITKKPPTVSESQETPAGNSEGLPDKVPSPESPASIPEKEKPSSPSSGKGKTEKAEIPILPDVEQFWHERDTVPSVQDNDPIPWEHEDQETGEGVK
FBW7 activator: FBW7 E3 ligase activators, primary screen, biochemical, AlphaScreen, human. F-box/WD repeat-containing protein 7 (Homo sapiens), Q969H0. AlphaScreen FBW7–phospho-cyclin E peptide binding, activator screen. normalized activity (activation), % at 26.1 µM. 650,000 tested, 0.13% active; in the data active = normalized activity above about 1.9%;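 note: purified mutant Fbw7 with reduced substrate affinity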
Target sequence (Q969H0 whole entry, looked up): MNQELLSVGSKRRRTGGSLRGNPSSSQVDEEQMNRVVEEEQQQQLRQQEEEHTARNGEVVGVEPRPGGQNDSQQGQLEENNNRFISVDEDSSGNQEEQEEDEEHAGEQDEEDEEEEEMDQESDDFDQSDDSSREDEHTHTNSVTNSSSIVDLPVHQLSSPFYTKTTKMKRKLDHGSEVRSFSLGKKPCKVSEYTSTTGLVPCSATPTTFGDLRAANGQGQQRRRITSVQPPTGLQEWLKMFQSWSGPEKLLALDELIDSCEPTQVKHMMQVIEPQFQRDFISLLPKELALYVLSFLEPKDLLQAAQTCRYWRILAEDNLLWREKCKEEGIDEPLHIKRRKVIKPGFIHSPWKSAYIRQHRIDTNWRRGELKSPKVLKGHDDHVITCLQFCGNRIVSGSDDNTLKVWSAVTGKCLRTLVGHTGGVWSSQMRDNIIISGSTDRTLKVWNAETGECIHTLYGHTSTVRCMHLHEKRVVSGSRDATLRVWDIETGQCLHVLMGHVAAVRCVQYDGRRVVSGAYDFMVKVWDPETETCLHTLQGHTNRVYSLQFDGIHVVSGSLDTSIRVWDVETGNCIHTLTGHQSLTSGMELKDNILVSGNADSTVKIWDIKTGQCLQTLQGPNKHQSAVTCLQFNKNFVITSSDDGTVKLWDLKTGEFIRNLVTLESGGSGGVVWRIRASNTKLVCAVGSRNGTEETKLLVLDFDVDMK
TEAD-YAP inh: TEAD-YAP interaction inhibition, primary screen, TEAD-YAP interaction inhibitor project, luminescence, HEK-TIYL cells; inhibition, % at 9.12 µM; 640,000 tested, 1.4% active; TEAD-Gal4/YAP UAS-luciferase luminescence; AID 1259422, 2018; in the data active = inhibition above about 32%;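 note: 0% = median of test compound wells and 100% = reference inhibitor wells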
MITF primary: MITF inhibitors, primary screen, biochemical, AlphaScreen, human; inhibition, % at 2.6 µM; Microphthalmia-associated transcription factor (Homo sapiens), O75030; AID 1259374, 2018; 650,000 tested, 0.91% active; AlphaScreen MITF homodimerization, bead proximity signal; in the data active = inhibition above about 50%;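 note: 0% = vehicle wells with protein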
Active calls of the source: *; & = joins results of further samples.

SMILES | GPR151 activ | FBW7 activator | TEAD-YAP inh | MITF primary
CCOC(=O)c1cc2c(=O)n3ccccc3nc2n(CCOC)c1=NC(=O)c1ccccc1C(F)(F)F | -0.2 | 0.0 | 1 | -7
Cc1cccc(NC(=O)c2ncoc2-c2cccc(Cl)c2)c1C#N | 0.5 | -0.1 | -3 | 3
Cc1ccc(S(=O)(=O)OCC2OC(n3cc(C)c(=O)[nH]c3=O)CC2O)cc1 (centres undefined) | 0.1 | 0.1 | -4 | 8
CCOC(=O)N1CCN(S(=O)(=O)c2cnc[nH]2)CC1 | 0.0 | 0.0 | 2 | -4
CCC1(CC)NC(=O)N(CC(=O)OCC(=O)Nc2ccc(OC(F)(F)F)cc2)C1=O | -2.2 | -0.1 | 10 | -3
COc1ccccc1C(CNC(=O)C(Cc1ccccc1)NC(N)=O)N1CCCC1 (centres undefined) | 0.3 | 0.0 | 1 | -16
CCOc1c(I)cc(/C=C2\SC(=O)N(CC)C2=O)cc1OC | 1.2 | 0.0 | 4 | 13
Cc1ccc(C(C)C)c(OCC(=O)NC2=NCCS2)c1 | -0.5 | -0.1 | 2 | -8
COC(=O)C1=C(C)NC(=S)NC1c1ccc(OC)cc1OC (centres undefined) | -0.7 | 0.2 | 1 | 15
Cc1nn(-c2ccccc2)c2c1C1(C)CC(C)(O2)c2c(C)nn(-c3ccccc3)c2O1 | 0.8 | -0.2 | -4 | 0
CCN(CC)C(=O)/C(=C/c1ccco1)NC(=O)c1ccccc1 | 0.1 | 0.0 | -3 | 15
Cc1c(NC(=O)c2cc(F)cc(F)c2)c(=O)n(-c2ccccc2)n1C | 3.4 | -0.1 | 2 | -4
Cc1onc(-c2c(Cl)cccc2Cl)c1C(=O)NCc1ccco1 | 1.6 | -0.1 | -5 | -4
CN(C)c1nc2c(c(=O)n(C)c(=O)n2C)n1Cc1ccccc1Cl | -0.4 | -0.3 | -3 | -2
Cc1cc(O)cc(C)c1Cl | -0.3 | 0.4 | 1 | 3
Cc1ccc2cc(S(=O)(=O)NCc3ccco3)ccc2c1 | -1.0 | -0.2 | -11 | 5
COC(=O)C12Nc3ccccc3NC(c3ccccc3)=C1C(=O)C(=O)N2c1ccc(C)cc1 (centres undefined) | -1.8 | 0.6 | -57 | 31
COc1ccccc1/C=C/C(=O)NCc1ccc(Cl)cc1 | 2.5 | 0.0 | -10 | -8
Clc1cccc(-c2csc(N3CCOCC3)n2)c1 | 0.6 | -0.6 | 10 | 8
Cc1ccc(CNCc2c(C(=O)N3CCCCCCC3)nc3ccc(Cl)cn23)o1 | 1.6 | 0.1 | -6 | 14

The last 2 compounds of the part before come first, to join the parts.
SMILES | GPR151 activ | FBW7 activator | TEAD-YAP inh | MITF primary
Clc1cccc(-c2csc(N3CCOCC3)n2)c1 | 0.6 | -0.6 | 10 | 8
Cc1ccc(CNCc2c(C(=O)N3CCCCCCC3)nc3ccc(Cl)cn23)o1 | 1.6 | 0.1 | -6 | 14
COCc1nc2ccccc2n1CC(=O)N(c1ccccc1)C(C)C | -0.3 | -0.2 | -3 | 8
CCOc1ccccc1NS(=O)(=O)c1cc(C)ccc1OC | -0.7 | 0.2 | 3 | -17
CCOC(=O)c1sc2nc(CSc3nnc(-c4ccncc4)n3C)[nH]c(=O)c2c1C | -1.0 | -0.1 | 1 | 1
CCN(CC)c1ccc(/C=N/Nc2ccc(S(N)(=O)=O)cc2[N+](=O)[O-])cc1 | -1.5 | -0.6 | 8 | 23
COc1cccc(C(=O)Nc2nc(-c3cc4ccccc4o3)cs2)c1OC | 2.0 | 0.0 | -6 | -2
O=C1[C@@H]2C[C@H](NCc3cc(F)ccc3F)CN2C(=O)[C@H]2CCCN12 | -0.3 | 0.7 | -1 | 21
CCOC(=O)c1ccc(N2C(=O)/C(=C\c3ccco3)C(C(=O)OC)=C2C)cc1 | -1.1 | 0.4 | 8 | 67*
CCOc1cc(C(=O)Nc2c3c(nn2-c2cc(C)cc(C)c2)CSC3)cc(OCC)c1OCC | 1.2 | 0.2 | 3 | -11
COc1cc2c(cc1NC(=O)COC(=O)c1cc(=O)[nH]c(=O)[nH]1)oc1ccccc12 | 1.5 | -0.1 | 2 | 2
CN1C(=O)CC(CC(=O)N2CCC3(C=Cc4ccccc43)CC2)(c2ccccc2Cl)C1=O (centres undefined) | -0.3 | 0.0 | -62 | -6
CCc1nc(C#N)c(NCCc2ccc(OC)cc2)o1 | 2.7 | 0.7 | -26 | 5
COc1cc(-c2cc(-c3ccccc3)nc(SCC(=O)O)c2C#N)cc(OC)c1OC | 1.0 | -0.1 | -9 | 0
O=C(CN1Cc2ccccc2C1=O)NCc1ccccc1Cl | 1.6 | 0.2 | -12 | 1
Cc1cc(C(=O)NCCCN2CCN(C3CCCCC3)CC2)n(-c2ccccc2)n1 | 0.5 | -0.1 | 10 | 4
CN1C(=O)c2cccc3c(S(=O)(=O)NCc4ccco4)ccc1c23 | 1.0 | -0.1 | 3 | 15
Cc1ccc(N)c(N(Cc2ccccc2)C(=O)c2cccc(N)c2)c1 | 1.1 | -0.1 | -3 | -5
O=C(Nc1nc2ccccc2n1CCOc1ccccc1)c1cccs1 | 0.2 | -0.1 | -3 | -4
C=CCC1(CC=C)CCCN1Cc1nc(-c2ccccn2)no1 | 0.4 | 0.0 | -4 | 14
COc1cccc(C(=O)/C=C\Nc2ccc(S(=O)(=O)Nc3nc(C)cc(C)n3)cc2)c1 | 0.5&1.1 | -0.1&-0.2 | -7&-30 | 0&-1
O=C(Nc1ccc2c(c1)C(=O)NC2=O)c1cccc(Br)c1 | -0.5 | 0.0 | 4 | 16
CCOc1cc(C2CC(=O)NC3=C2C(=O)CC(C)(C)C3)ccc1O (centres undefined) | -0.3 | 0.3 | 1 | 12
Cn1c(=NC(=O)c2ccccc2[N+](=O)[O-])sc2cc(Cl)ccc21 | -2.0 | -0.1 | -13 | -5
O=C(N/N=C/c1cc(Br)ccc1O)c1ccccc1I | -1.1 | -0.3 | 16 | 8
CCN(CC)C(=O)[C@@H]1C[C@@H](NCc2ccccc2O)CN1C1Cc2ccccc2C1 | -0.5 | -0.1 | 4 | 4
CCOc1ccccc1-n1c(SCC(=O)N2CCOCC2)nnc1-c1ccncc1 | 2.6 | -0.1 | -1 | -19
CC(=O)c1c(C)[nH]c(C(=O)OCC(=O)NCCN2C(=O)CSC2=O)c1C | -1.8 | 0.1 | -2 | 14
CCn1cc(C(=O)N2C[C@@H](C(=O)O)[C@H](c3ccc(OC)cc3)C2)c(C)n1 | -0.1 | -0.1 | -2 | -13
O=C(CSc1nc2c(sc3ccccc32)c(=O)n1-c1ccccc1)N1CCCC1 | -1.3 | -0.1 | -12 | -9
c1cc(NCCN2CCOCC2)nc(N2CCC(N3CCOCC3)CC2)n1 | -1.2 | 0.0 | 2 | -10
O=C(Cc1ccc(Cl)cc1)Nc1ncc([N+](=O)[O-])s1 | -4.7 | 0.1 | -36 | 13
CC(=O)Nc1ccc(OCC(O)Cn2c(Cc3ccccc3)nc3ccccc32)cc1 (centres undefined) | 0.5 | 0.0 | 1 | -10
COc1ccc(O)c(/C=N/NC(=O)c2ccccc2[N+](=O)[O-])c1 | 0.5 | -0.7 | -2 | 13
O=C(CSc1nnc(-c2ccc(O)cc2)o1)NC1CCCCC1 | 2.2 | 0.0 | 2 | 10
Cc1cc(C)cc(N(CC(=O)NC2CCCC2)C(=O)CCC(=O)Nc2nccs2)c1 | -0.7 | 0.3 | 2 | 1
Nc1nnc(-c2ccc(Cl)cc2Cl)s1 | 0.0 | 0.0 | -12 | 9
O=C(CNC(=O)C1CCCCC1)Nc1ccc(S(=O)(=O)Nc2ccccc2Cl)cc1 | 0.2 | 1.2 | -12 | 8
CCN(CC)C(=O)CNC(=O)Cc1ccc(Cl)cc1 | -0.9 | 0.4 | 7 | 13
C/C=C/COC(=O)C1=C(C)NC(=O)NC1c1cc(OC)c(OC)c(OC)c1 (centres undefined) | 1.4 | 0.2 | 2 | 8
O=C(CSc1nc2cc(C(=O)N3CCOCC3)ccc2c(=O)n1C1CCCCC1)c1ccccc1 | 0.0 | 0.3 | -7 | 9
Cn1ccnc1SCCNc1nncc(-c2cccc(Cl)c2)n1 | -0.5 | -0.1 | 0 | 3

Arranged by heavy-atom count (high to low): some entries from above.
SMILES | GPR151 activ | FBW7 activator | TEAD-YAP inh | MITF primary
CCOC(=O)c1cc2c(=O)n3ccccc3nc2n(CCOC)c1=NC(=O)c1ccccc1C(F)(F)F | -0.2 | 0.0 | 1 | -7
O=C(CSc1nc2cc(C(=O)N3CCOCC3)ccc2c(=O)n1C1CCCCC1)c1ccccc1 | 0.0 | 0.3 | -7 | 9
CCOc1cc(C(=O)Nc2c3c(nn2-c2cc(C)cc(C)c2)CSC3)cc(OCC)c1OCC | 1.2 | 0.2 | 3 | -11
CN1C(=O)CC(CC(=O)N2CCC3(C=Cc4ccccc43)CC2)(c2ccccc2Cl)C1=O (centres undefined) | -0.3 | 0.0 | -62 | -6
CC(=O)Nc1ccc(OCC(O)Cn2c(Cc3ccccc3)nc3ccccc32)cc1 (centres undefined) | 0.5 | 0.0 | 1 | -10
CCC1(CC)NC(=O)N(CC(=O)OCC(=O)Nc2ccc(OC(F)(F)F)cc2)C1=O | -2.2 | -0.1 | 10 | -3
CCOC(=O)c1ccc(N2C(=O)/C(=C\c3ccco3)C(C(=O)OC)=C2C)cc1 | -1.1 | 0.4 | 8 | 67*
COc1cccc(C(=O)Nc2nc(-c3cc4ccccc4o3)cs2)c1OC | 2.0 | 0.0 | -6 | -2
CC(=O)c1c(C)[nH]c(C(=O)OCC(=O)NCCN2C(=O)CSC2=O)c1C | -1.8 | 0.1 | -2 | 14
Cc1c(NC(=O)c2cc(F)cc(F)c2)c(=O)n(-c2ccccc2)n1C | 3.4 | -0.1 | 2 | -4
CCOc1cc(C2CC(=O)NC3=C2C(=O)CC(C)(C)C3)ccc1O (centres undefined) | -0.3 | 0.3 | 1 | 12
COc1ccc(O)c(/C=N/NC(=O)c2ccccc2[N+](=O)[O-])c1 | 0.5 | -0.7 | -2 | 13
O=C(CN1Cc2ccccc2C1=O)NCc1ccccc1Cl | 1.6 | 0.2 | -12 | 1
COc1ccccc1/C=C/C(=O)NCc1ccc(Cl)cc1 | 2.5 | 0.0 | -10 | -8
CCc1nc(C#N)c(NCCc2ccc(OC)cc2)o1 | 2.7 | 0.7 | -26 | 5
CCOC(=O)N1CCN(S(=O)(=O)c2cnc[nH]2)CC1 | 0.0 | 0.0 | 2 | -4
Clc1cccc(-c2csc(N3CCOCC3)n2)c1 | 0.6 | -0.6 | 10 | 8
Nc1nnc(-c2ccc(Cl)cc2Cl)s1 | 0.0 | 0.0 | -12 | 9

Continuation:
SMILES | GPR151 activ | FBW7 activator | TEAD-YAP inh | MITF primary
COc1ccc(CCNc2nc(NCc3ccc4c(c3)OCO4)nc3c2ncn3-c2ccsc2)cc1 | 3.8 | -0.1 | 5 | 1
CN(C)S(=O)(=O)c1cccc(CSc2nnc(-c3ccccc3Cl)n2C)c1 | -1.4 | 0.0 | -7 | -3
CN(C)CCN(C)Cc1ccccc1[N+](=O)[O-] | -1.0 | -0.1 | -2 | 76*
COc1ccc(CCNc2ccnc(N3CCCC3CO)n2)cc1 (centres undefined) | 4.6 | 0.3 | 11 | 18
CC(C)N(CCNc1cc(-c2ccc(C(=O)NC3CC3)cc2)nc(N)n1)C(C)C | 0.6 | 0.0 | -3 | 8
COc1cccc(OCC(=O)NNC(=O)C(C)Oc2ccc(Cl)cc2Cl)c1 (centres undefined) | 0.3 | 0.3 | 8 | 3
Cc1ccc(C(=O)Nc2cccc(N3C(=O)C4CCCCC4C3=O)c2)cc1 (centres undefined) | -3.1 | -0.2 | -11 | -14
C=C(C)C/C=C/C(=C)C[C@@H](C)[C@H]1OC(=O)[C@H](C)/C=C/C=C/[C@@H](O)[C@H](O)/C=C/CC[C@H]2CC[C@H](O2)[C@H]1O | -0.2 | -0.3 | -16 | -19
CC(=O)Oc1ccc2c(=O)c(-c3ccccc3)c(C(F)(F)F)oc2c1OC(C)=O | 0.1 | -0.1 | 13 | -7
NC(=S)Cc1nnc2n1CCCCC2 | -0.5 | -0.1 | 1 | 4
O=C(CCC(=O)c1cccs1)OCc1ccc([N+](=O)[O-])cc1 | 1.7 | 0.0 | 10 | 16
Cn1cc(S(=O)(=O)N2CCc3ccccc32)cc1C(=O)NCC1CCCO1 (centres undefined) | 0.0 | -0.2 | 8 | -6
CCC1(c2ccc(F)cc2)NC(=O)N(CC(=O)Nc2sc3c(c2C(N)=O)CCC3)C1=O (centres undefined) | 0.2 | 0.1 | 0 | 5
CCCN1C(=O)C2(SC(NC(C)=O)=NN2C(C)=O)c2cc(Br)ccc21 (centres undefined) | -0.1 | -0.4 | 1 | -5
Cc1ccc2c(c1)c1c3n2CCN(CC(N)=O)C3CCC1 (centres undefined) | -0.8 | -0.2 | -3 | -7
CC(=O)Nc1ccc(S(=O)(=O)N(CC(N)=O)CC(N)=O)cc1 | 2.2 | -0.2 | -3 | 3
CCc1ccc(C2CC(c3cccc(Br)c3)n3nnnc3N2)cc1 (centres undefined) | -0.7 | 0.0 | -1 | 0
COc1cc2c(cc1OC)C(Nc1ccc(C(C)=O)cc1)=NC(C)(C)C2 | -0.4 | 0.5 | -2 | 15
Cc1cccc(C(=O)Nc2ccc(C#N)cc2)c1 | -2.9 | 1.1 | -48 | 12
COc1ccc(C(C)(C)C)cc1NC(=S)NCCN1CCOCC1 | -0.8 | 0.2 | -1 | 12
O=C(Nc1c(C(=O)c2ccc3c(c2)OCCO3)oc2ccccc12)c1cccs1 | 2.5 | -0.1 | -1 | 3
